PME-1 primary: PME-1 (human) inhibition; Q9Y570; recombinant PME-1, FP-Rh probe fluorescence polarization; inhibition, % at 5.9 µM; actives 0.53% (n = 320,000);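 active means inhibition above the campaign mean of all compounds plus 3 SD, cut at about 26% in these data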;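 further: competitive labeling of PME-1 active site by serine hydrolase directed probe; 0% = PME-1 with DMSO and 100% = wells lacking PME-1 enzyme; inhibitors block probe labeling so polarization falls and inhibition rises; many of its hits are not listed in these tables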
PAFAH1B2 inh: blocks human PAF acetylhydrolase 1b catalytic subunit 2. P68402. recombinant PAFAH1B2, FP-rhodamine activity probe, fluorescence polarization. inhibition, % at 3.39 µM. actives 1.2% (n = 340,000);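 active means inhibition above the mean of all tested compounds plus 3 SD, cut at about 24% in these data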;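 further: 0% = enzyme with DMSO and 100% = wells lacking PAFAH1B2; many of its hits are not listed in these tables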
PREPL inh: inhibits the human prolyl oligopeptidase-like enzyme. recombinant PREPL, fluorescence polarization activity-based probe. inhibition, % at 5.96 µM. Q4J6C6. actives 0.68% (n = 320,000); in the data active means inhibition above about 43%;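 further: 0% = enzyme with DMSO and 100% = wells lacking enzyme; many of its hits are not listed in these tables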
LYPLA1 counter: LYPLA1 (human) inhibition in PME1 counter-screen; O75608; recombinant LYPLA1, FP-Rh probe fluorescence polarization; inhibition, % at 5.9 µM; actives 0.16% (n = 320,000);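 active means inhibition above the mean of all tested compounds plus 3 SD, set per campaign, cut at about 14% in these data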;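 further: inhibitors block serine hydrolase probe labeling of LYPLA1 so polarization falls; 0% = enzyme with DMSO and 100% = wells lacking LYPLA1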
PAD4 inh: inhibitors of human PAD4. recombinant PAD4, RCA probe fluorescence polarization. inhibition, % at 6.36 µM. actives 0.41% (n = 330,000);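 active means percent inhibition above a cutoff equal to the mean of all tested compounds plus 3 SD, cut at about 15% in these data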;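 further: 0% = PAD4 with RCA probe and DMSO and 100% = probe without PAD4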
Target sequence (Q9UM07 whole entry, looked up): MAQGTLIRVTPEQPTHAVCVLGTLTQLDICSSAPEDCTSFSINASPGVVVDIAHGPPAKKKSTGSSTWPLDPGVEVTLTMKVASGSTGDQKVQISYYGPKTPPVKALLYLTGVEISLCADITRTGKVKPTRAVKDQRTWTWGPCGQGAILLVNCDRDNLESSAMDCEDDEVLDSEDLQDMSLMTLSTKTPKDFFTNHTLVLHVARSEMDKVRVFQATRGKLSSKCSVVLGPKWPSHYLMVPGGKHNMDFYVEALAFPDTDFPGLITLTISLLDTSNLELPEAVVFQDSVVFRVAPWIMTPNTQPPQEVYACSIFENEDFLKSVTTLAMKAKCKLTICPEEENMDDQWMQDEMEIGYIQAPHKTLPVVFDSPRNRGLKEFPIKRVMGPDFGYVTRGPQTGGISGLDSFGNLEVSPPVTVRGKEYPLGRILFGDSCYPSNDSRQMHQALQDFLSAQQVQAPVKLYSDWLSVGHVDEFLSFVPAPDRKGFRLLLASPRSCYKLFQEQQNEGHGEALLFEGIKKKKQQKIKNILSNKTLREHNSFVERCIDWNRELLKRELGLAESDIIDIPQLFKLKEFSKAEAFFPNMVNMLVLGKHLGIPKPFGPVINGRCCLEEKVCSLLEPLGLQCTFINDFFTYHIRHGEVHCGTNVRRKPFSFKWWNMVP
PAFAH1B3 inh: inhibitors of human PAFAH1B3; Q15102; recombinant PAFAH1B3, FP-rhodamine probe, fluorescence polarization; inhibition, % at 3.39 µM; actives 0.28% (n = 340,000); AID 492972;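 active means inhibition above the screen-wide average of all tested compounds plus 3 SD, cut at about 25% in these data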;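 further: 0% = enzyme with DMSO only and 100% = wells lacking PAFAH1B3 protein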
LYPLA2 counter: counter-screen for PME1 inhibitors: inhibitors of human LYPLA2 | inhibition, % at 5.9 µM | recombinant LYPLA2, FP-Rh probe fluorescence polarization | O95372 | actives 0.38% (n = 320,000) | AID 2177;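 active means inhibition above the screen-wide mean plus 3 SD, limit set per campaign, cut at about 26% in these data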;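 further: 0% = LYPLA2 with DMSO and 100% = wells lacking LYPLA2 enzyme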
pPAFAH inh: inhibitors of human plasma PAF acetylhydrolase (pPAFAH) | recombinant pPAFAH, FP-rhodamine probe fluorescence polarization | inhibition, % at 3.39 µM | Q13093 | actives 1.5% (n = 330,000);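 active means inhibition above the mean inhibition across the screen plus 3 SD, cut at about 25% in these data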;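 further: inhibitors block binding of the rhodamine activity-based probe so polarization drops; 0% = enzyme with DMSO and 100% = wells lacking pPAFAH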
Target sequence (Q13093 whole entry, looked up): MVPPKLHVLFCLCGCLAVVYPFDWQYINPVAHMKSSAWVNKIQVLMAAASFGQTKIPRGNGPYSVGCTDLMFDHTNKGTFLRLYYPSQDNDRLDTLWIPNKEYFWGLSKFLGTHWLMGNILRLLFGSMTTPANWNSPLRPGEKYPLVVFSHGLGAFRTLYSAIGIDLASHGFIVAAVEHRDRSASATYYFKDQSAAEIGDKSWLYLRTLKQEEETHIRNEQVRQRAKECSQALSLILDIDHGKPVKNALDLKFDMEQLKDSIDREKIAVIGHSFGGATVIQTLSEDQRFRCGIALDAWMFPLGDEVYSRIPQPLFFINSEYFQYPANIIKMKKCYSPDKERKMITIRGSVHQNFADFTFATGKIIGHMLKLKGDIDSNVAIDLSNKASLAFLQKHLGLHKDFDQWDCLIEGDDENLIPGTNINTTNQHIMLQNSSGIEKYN
GSTO1 counter: counter-screen for RBBP9 inhibitors: inhibitors of human GSTO1. P78417. recombinant GSTO1, activity-based probe fluorescence polarization. inhibition, % at 5.96 µM. actives 1.1% (n = 300,000). AID 1974;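 active means inhibition above the campaign mean inhibition plus 3 SD, cut at about 35% in these data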;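 further: 0% = GSTO1-1 with DMSO and 100% = wells lacking GSTO1-1 enzyme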
Starred values were filed as active, the others as inactive; nt = no result given; & = joins results of further samples. The list is partial. The share of hits here may be higher or lower than overall.

SMILES | PME-1 primary | PAFAH1B2 inh | PREPL inh | LYPLA1 counter | PAD4 inh | PAFAH1B3 inh | LYPLA2 counter | pPAFAH inh | GSTO1 counter
COCCn1c(SCC(=O)NC(=O)NC(C)C)nc2ccccc21 | 2 | 2 | -4 | 0 | -5 | 3 | -3 | 4 | -5
COc1ccccc1NS(=O)(=O)c1cc(C(=O)NCC(c2cccs2)N2CCOCC2)ccc1C (stereo unspecified) | 0 | 2 | 7 | 0 | -3 | -3 | 2 | 3 | -10
C=CCNC(=S)NNC(=O)CCC(O)COCCC(C)C (stereo unspecified) | -7 | 2 | 0 | 2 | -3 | 4 | 0 | 7 | -5
CCn1c(=N)n(CC(=O)c2ccc(Br)s2)c2ccccc21 | 5 | 5 | 4 | 1 | -5 | 4 | 8 | 11 | 6
Cc1nc2ccccc2cc1OCc1ccc(F)cc1 | -3 | 6 | 4 | -3 | 0 | 0 | 8 | 24 | -2
CC(C)(C)OC(=O)C[C@@H]1C/C=C\C[C@H](CC(=O)N[C@H](CO)Cc2ccccc2)C(=O)N[C@@H](Cc2c[nH]c3ccccc23)COC1=O | nt | 0 | 27 | nt | 0 | -11 | nt | 6 | nt
CN(C)S(=O)(=O)c1ccc(C(=O)Nc2nnc(SCc3ccccc3)s2)cc1 | -2 | 2 | -3 | 0 | 0 | 9 | 0 | 1 | -1
O=C(CN1CCCC1=O)NC1CCCc2c1cnn2-c1cc(F)cc(F)c1 (stereo unspecified) | 0 | -1 | 2 | 4 | -3 | 11 | 2 | 5 | 2
C=CCNc1sc(C(=O)c2ccc(Br)s2)c(N)c1C#N | -12 | -3 | 1 | -2 | -5 | -5 | -6 | 2 | -1
O=C(Cn1cnc2cc([N+](=O)[O-])ccc2c1=O)Nc1cccc(S(=O)(=O)N2CCOCC2)c1 | 4 | 9 | 15 | -5 | -8 | 7 | 0 | 3 | -8
S=C(NCc1ccccc1)N1CCn2cccc2C1c1ccncc1 (stereo unspecified) | 8 | 4 | -2 | 4 | -4 | 1 | 7 | 5 | 6
CN(CC(=O)Nc1ccccc1Cl)C(=O)COc1cccc2c1OC(C)(C)C2 | -6 | 0 | 2 | -1 | -2 | 4 | 2 | 8 | 4
COC(=O)c1cn[nH]c1NC(=S)Nc1ccc(Cl)c(Cl)c1 | 3 | 2 | -16 | -2 | -2 | 2 | -1 | 4 | -14
CCOc1ccc(NS(=O)(=O)c2ccc(NC(=S)NC(=O)C(C)C)cc2)cc1 | 5 | -2 | -18 | -8 | -2 | -1 | -9 | 33* | 1
C[C@H](NC(=O)OCc1ccccc1)c1nnc([C@H](C)NC(=O)OCc2ccccc2)o1 | 6 | 10 | 5 | -2 | 1 | 2 | -4 | 11 | 5
Cc1cc(C)cc(OC(=O)N2CCOCC2)c1 | 4 | 8 | 8 | 2 | -1 | 3 | 2 | 0 | 9
Cc1ccc(S(=O)(=O)N2CCOCC2)cc1C(=O)NCC1CCCO1 (stereo unspecified) | 2 | 0 | 0 | -2 | -1 | -3 | -4 | 2 | 2
Cc1cccc(Cn2c(C)nc3ccc([N+](=O)[O-])cc3c2=O)c1 | -2 | 3 | 17 | -3 | -7 | 2 | 1 | 7 | 2
C[C@H](NC(=O)c1nc[nH]c1C(=O)N1CCN(C(=O)OC(C)(C)C)CC1)C(=O)OC(C)(C)C | -3 | 0 | -9 | 4 | 0 | 7 | 0 | -3 | -3
S=C(NCc1ccccc1)Nc1ccc(Oc2ccccc2)cc1 | -6 | 0 | -7 | -13 | -12 | 8 | -16 | -8 | 2

Part of the list above, with values under each structure.
The line under a structure holds: PME-1 primary	PAFAH1B2 inh	PREPL inh	LYPLA1 counter	PAD4 inh	PAFAH1B3 inh	LYPLA2 counter	pPAFAH inh	GSTO1 counter
- Cc1ccc(S(=O)(=O)N2CCOCC2)cc1C(=O)NCC1CCCO1 (stereo unspecified)
    2	0	0	-2	-1	-3	-4	2	2
- Cc1cccc(Cn2c(C)nc3ccc([N+](=O)[O-])cc3c2=O)c1
    -2	3	17	-3	-7	2	1	7	2

(further entries)
SMILES | PME-1 primary | PAFAH1B2 inh | PREPL inh | LYPLA1 counter | PAD4 inh | PAFAH1B3 inh | LYPLA2 counter | pPAFAH inh | GSTO1 counter
CCN1C(=O)CSC1=NC12CC3CC(CC(C3)C1)C2 | 4 | 5 | 1 | 2 | 1 | 9 | 7 | -2 | 5
O=C(c1ccc([N+](=O)[O-])cc1)N1CCC(n2nnc3cc(F)ccc32)CC1 | 1 | 0 | 7 | 2 | 3 | 8 | 9 | 3 | 2
COc1ccc(Br)cc1C(=O)Nc1ccc(C(=O)O)cc1 | -12 | -2 | 21 | -4 | -2 | 7 | 1 | -1 | -6
Cc1ccc(S(=O)(=O)C2(C(=O)Nc3cccc(F)c3)CC2)cc1 | 2 | 4 | 17 | 0 | 5 | 10 | 2 | -1 | 0
O=C(NCc1ccc2c(c1)OCO2)C(C(=O)c1ccccc1)n1cc(Cl)ccc1=O (stereo unspecified) | -5 | 2 | -1 | 2 | -7 | -7 | 12 | 6 | -2
C=CCC(NCc1ccccc1)c1ccco1 (stereo unspecified) | -6 | 3 | 3 | -1 | -6 | 14 | 2 | -1 | -6
CN(CC(=O)Nc1ccccn1)S(=O)(=O)c1ccc(Cl)cc1 | -6 | 10 | -6 | 2 | 5 | 0 | 10 | 3 | 0
CCS(=O)(=O)n1nc(-c2ccc(C)cc2)nc1N | -6 | 1 | -10 | -1 | -2 | 13 | -5 | 4 | 4
COC(=O)c1ccccc1NC(NC(=O)c1ccco1)C(=O)c1ccc(C)cc1 (stereo unspecified) | 1 | 2 | 13 | 1 | 0 | 2 | -2 | -4 | -5
C[C@H]1C[C@H]2[C@@H]3CCC4=CC(=O)C=C[C@]4(C)[C@@]3(Cl)[C@@H](O)C[C@]2(C)[C@@]1(O)C(=O)CO | -4 | -5 | -14 | 3 | 0 | 10 | 6 | 2 | -2
Cc1ccc(Cl)cc1NC(=O)COC(=O)CCN1C(=O)C2CC=CCC2C1=O (stereo unspecified) | nt | 12 | 32 | nt | -7 | 10 | nt | 1 | nt
C/C(=N/O)c1cc(C(C)(C)C)c(O)c(C(C)(C)C)c1 | 8 | 8 | 10 | -3 | 2 | 0 | 1 | 3 | 0
CN1CCN(C(=O)c2ccccc2NS(=O)(=O)c2ccc(F)cc2)CC1 | -1 | 3 | -5 | -3 | 2 | -4 | 1 | 0 | nt
Cc1ccc(NC(=O)Cn2nnc(-c3ccc4c(c3)OCO4)n2)cc1F | 6 | -3 | 5 | 1 | 0 | 1 | -1 | 5 | 4
CC(=O)c1c(C)[nH]c(C(=O)Nc2cc(F)ccc2C)c1C | 4 | 4 | 3 | 0 | -2 | 6 | 10 | 2 | -4
Cc1cccc(NC(=O)N2C3CCCC2CC(NC(=O)C2CC2)C3)c1 (stereo unspecified) | -3 | 1 | 9 | 1 | 0 | 10 | 2 | 4 | 2
C[C@H](CO)N1C[C@H](C)[C@@H](CN(C)C(=O)Nc2ccccc2)Oc2c(NC(=O)Nc3ccc4c(c3)OCO4)cccc2C1=O | nt | 7 | 8 | nt | -1 | 9 | nt | 1 | nt
O=S(=O)(Nc1cccc(-c2nnco2)c1)c1ccc(F)cc1F | 3 | nt | 6 | 1 | 2 | nt | -2 | 3 | -1
O=C(NC1=NCCS1)c1cc(Cl)ccc1Cl | -6 | 0 | 2 | -1 | 1 | 2 | 0 | 3 | 8
CC1SC(c2ccccc2)N(CC(O)c2ccc([N+](=O)[O-])cc2)C1=O (stereo unspecified) | 0 | 4 | -10 | -2 | -3 | 2 | -1 | 5 | 4
O=C(COC(=O)c1cc[n+]([O-])cc1)Nc1ccc(Cl)c(C(F)(F)F)c1 | nt | 5 | 3 | nt | -7 | 6 | nt | 0 | nt
O=C(COC(=O)c1ccccc1NCCO)NNC(=O)c1cccs1 | -3 | 2 | 11 | 1 | -2 | -1 | 1 | 7 | 2
CCCCNc1nc2c(S(=O)(=O)c3ccccc3)nnn2c2ccccc12 | 0 | 1 | -8 | 0 | -2 | -8 | 4 | -3 | -5
CCOc1cc2[nH]c(=S)n(CCC(=O)N3CCc4ccccc4C3)c(=O)c2cc1OCC | -7 | -2 | 5 | -2 | -1 | 8 | 3 | -5 | 2
COc1ccc2[nH]c3c(c2c1)CCN1C(=O)C(CC(=O)NCCCn2ccnc2)C[C@H](C(=O)N2CCOCC2)[C@@]31C (stereo partly specified) | nt | 2 | nt | nt | 0 | 5 | nt | -2 | nt
COc1ccc(NC(=O)CCC(=O)c2ccc(Cl)cc2)cn1 | -1 | 3 | 6 | -3 | -4 | 10 | -7 | 11 | nt
CSc1nnc(-c2ccccc2Cl)o1 | 2 | 3 | -1 | 0 | -2 | 9 | -1 | 1 | 2
Cc1ccc(-n2nc(-c3cccnc3)cc2C(=O)N2CCOCC2)c(C)c1 | 2 | 4 | 3 | -1 | -5 | 4 | 0 | 7 | -4
CCOC(=O)CSc1nc(C2CC2)nc2ccccc12 | -2 | 0 | 3 | 0 | 6 | 6 | 6 | 2 | -15
COCCN(C(=O)COC(=O)c1cc2ccccc2cc1O)c1c(N)n(Cc2ccccc2)c(=O)[nH]c1=O | 3 | -6 | 5 | -1 | -2 | 1 | 3 | 2 | 11
O=C(COc1nncc2ccccc12)NCCC1=CCCCC1 | 1 | 2 | -12 | 2 | -7 | 7 | 3 | -3 | -1
CC(C)(C)NC(=O)C(OC(=O)c1cccs1)c1ccc(F)cc1 (stereo unspecified) | -5 | 1 | -6 | 0 | -2 | 6 | -5 | 3 | -2
Cc1ccc2c(c1)CCCN2C(=O)C1CCCO1 (stereo unspecified) | -4 | 1 | 6 | 6 | 1 | 6 | 9 | 2 | 0
Nc1nc2ccccc2n1CCOc1ccc(Cl)cc1 | 2 | 2 | -56 | 2 | 2 | 7 | 5 | 5 | -2
CCCCOCP(=O)(CC)COCCCC | -1 | 0 | 2 | 1 | -2 | 6 | -1 | -1 | -2
CC(C)Nc1nc(NC(C)C)nc(SCCOC(=O)Nc2ccc(Cl)cc2Cl)n1 | -8 | -2 | 14 | -7 | -3 | -8 | -9 | -2 | 1
O=C(COC(=O)CCC(=O)c1cccs1)NC(=O)c1ccc(OC(F)F)cc1 | 2 | 7 | -2 | 4 | 1 | -1 | 9 | 6 | -14
Cc1c(C(=O)NC2CCCc3ccccc32)oc2ccc(S(=O)(=O)N3CCCCC3)cc12 (stereo unspecified) | 2 | 0 | -5 | 0 | -6 | 5 | -3 | -2 | 2
O=C(N/N=C/c1cccs1)/C(=C/c1ccccc1)NC(=O)c1ccccc1 | -3 | 5 | 1 | -1 | 3 | 6 | 4 | 2 | -6
Cc1cc(C)[n+]2n1C(=O)C(c1ccccc1)=C2[O-] | -9&-2 | 5&2 | 3&8 | -3&1 | -5&-9 | 3&0 | -4&1 | -2&-3 | 0&0
O=C(CNC(=O)c1ccc(OC(F)F)cc1)NCc1ccccn1 | -3 | -5 | -6 | 3 | -2 | 2 | 2 | 2 | -5
CC(CC(=O)Nc1ccc2c(c1)OCCO2)c1ccccc1 (stereo unspecified) | -5 | 1 | -9 | -1 | -3 | 0 | 4 | -3 | 3
CC(C)(C)C(=O)Nc1ccc(N2CCCC2)cc1 | 2 | 4 | 7 | 1 | -6 | 10 | 1 | 10 | 11
Cc1c(NC(=O)CSc2nncn2-c2ccccc2)c(=O)n(-c2ccccc2)n1C | -2 | 0 | 2 | 2 | -2 | 8 | 3 | 1 | -1

Source: PubChem BioAssay (The Scripps Research Institute Molecular Screening Center)
